EPAC1 agonist: agonists of human EPAC1; EPAC1 agonist qHTS, biochemical assay; response scale: 100% = response to 6.5 mM cAMP; Potency, µM (top dose mostly 154 µM), for the others: at the top dose activation, actives largely listed as activators; actives 0.073% (n = 360,000); O95398; AID 720707; further: potency means the concentration at half of the fitted maximal effect; nearly all actives have a fitted effect of over 60% in size
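Fluorescent GDP-exchange assay: 100 nM EPAC1 with 250 nM Rap1B preloaded with BODIPY-GDP and 50 uM GDP; compounds tested as concentration series, 5 min at room temperature, then read every 5 min for 30 min (ex 480/em 540 nm); normalized to 6.5 mM cAMP.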
IL2 activator: activates IL-2 in a cell-based reporter assay. IL-2 activation reporter assay, cell-based qHTS; stimulated with anti-CD3/CD4/CD28 beads; in transgenic mouse T cells. activation, % (series mostly up to about 46 µM). actives 0.065% (n = 360,000). AID 652025; in the data active means activation above about 50%; inconclusive means mostly about 30% to 49%; further: 0% is about no effect
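Unstimulated transgenic mouse T cells preincubated 60 min with compound, then stimulated with anti-CD3/anti-CD4-coated beads plus anti-CD28 for 18 h at 37 degrees C. IL-2 response read as EGFP and DsRed fluorescence by plate cytometry.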
Abeta yeast res: compounds reversing amyloid beta toxicity in yeast | Potency, µM (top dose mostly 46.1 µM), for the others: top-dose growth rescue, actives largely listed as activators | actives 0.063% (n = 410,000) | yeast expressing A-beta42, growth rescue, OD600, 48 h; response scale: 0% DMSO, 100% iron-clioquinol control; further: potency means the concentration at half of the fitted maximal effect; nearly all actives have a fitted effect of over 55% in size
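Yeast A-beta toxicity model in growth medium with pinned compounds, 48 h at 30 C; growth read as absorbance at 600 nm. Normalized to FeCl3/clioquinol equimolar mix (positive) and DMSO (negative).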
PI5P4K alpha inh: PI5P4K alpha (human) kinase inhibition; P48426; PI5P4Kalpha enzyme, ADP-Glo luminescence, 60 min; active compounds read low; max response, %; actives 1.2% (n = 330,000); active means max response of -50% or lower; inconclusive means between -30% and -50%; inactive means -30% or higher; further: value at the top dose of about 77 µM; on the % scale 0 is the no-effect control and ±100 the full control effect
Target sequence (P48426 whole entry, looked up): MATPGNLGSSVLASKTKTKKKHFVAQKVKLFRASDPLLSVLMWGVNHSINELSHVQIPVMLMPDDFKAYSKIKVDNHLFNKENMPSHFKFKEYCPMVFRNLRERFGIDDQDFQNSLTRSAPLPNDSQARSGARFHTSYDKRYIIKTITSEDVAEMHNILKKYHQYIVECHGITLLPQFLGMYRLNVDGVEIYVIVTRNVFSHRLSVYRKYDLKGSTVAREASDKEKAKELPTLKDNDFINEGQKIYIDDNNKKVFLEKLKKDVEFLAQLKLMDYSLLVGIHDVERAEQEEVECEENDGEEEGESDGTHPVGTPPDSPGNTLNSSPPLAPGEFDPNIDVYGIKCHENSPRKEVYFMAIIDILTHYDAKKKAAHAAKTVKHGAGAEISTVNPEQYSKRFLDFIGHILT
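Quantitative HTS of the MLSMR library against PI5P4Kalpha with substrate. ATP added last at 5 microM final; room temperature, 60 minutes. Remaining ATP depleted, ADP converted and read as luminescence.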
PLK1 PBD inh: PLK1 (human) polo-box domain binding inhibition; Plk1 PBD binding of FITC phosphopeptide, fluorescence polarization; P53350; actives 2.8% (n = 360,000); Potency, µM, without a hit: max response, negative = inhibition, actives largely listed as inhibitors; further: potency means the concentration at half of the fitted maximal effect; series mostly up to about 57 µM; on the % scale 0 is the no-effect control and ±100 the full control effect; nearly all actives have a fitted effect of over 65% in size
Target sequence (P53350 whole entry, looked up, the tested form may be a part): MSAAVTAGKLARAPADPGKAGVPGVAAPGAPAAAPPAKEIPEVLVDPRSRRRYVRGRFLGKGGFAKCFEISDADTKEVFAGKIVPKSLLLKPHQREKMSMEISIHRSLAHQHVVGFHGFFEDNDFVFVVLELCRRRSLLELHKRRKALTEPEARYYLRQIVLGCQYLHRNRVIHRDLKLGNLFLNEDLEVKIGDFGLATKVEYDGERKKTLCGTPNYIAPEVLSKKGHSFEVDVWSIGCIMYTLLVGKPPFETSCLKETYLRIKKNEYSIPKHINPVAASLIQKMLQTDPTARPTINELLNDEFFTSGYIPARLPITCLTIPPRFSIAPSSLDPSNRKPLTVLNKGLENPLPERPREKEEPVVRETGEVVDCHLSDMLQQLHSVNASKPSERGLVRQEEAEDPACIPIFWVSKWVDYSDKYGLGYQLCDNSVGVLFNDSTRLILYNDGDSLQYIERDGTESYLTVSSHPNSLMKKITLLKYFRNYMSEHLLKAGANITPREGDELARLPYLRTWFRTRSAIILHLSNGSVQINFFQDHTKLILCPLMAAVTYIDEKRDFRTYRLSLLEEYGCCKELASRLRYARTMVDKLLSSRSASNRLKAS
WRN inhibitor: blocks human WRN helicase; Q14191; WRN helicase unwinding, fluorescent forked duplex, kinetic; Potency, µM (highest dose often 114 µM), without a hit: top-dose activity change, negative = inhibition, actives largely listed as inhibitors; actives 0.46% (n = 360,000); further: potency means the concentration at half of the fitted maximal effect; on the % scale 0 is the no-effect control and ±100 the full control effect; nearly all actives have a fitted effect of over 55% in size
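Primary qHTS, 1536-well format. 20 nM WRN + compound, 15 min RT; start with 100 nM forked fluorophore/quencher duplex, 2 mM ATP (final); kinetic read ex 525/em 598 nm.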
FUS yeast rescue: FUS proteinopathy suppression in yeast | Potency, µM (top dose mostly 76.6 µM), without a hit: top-dose growth rescue (activation), most hits filed as activators | actives 0.24% (n = 390,000) | AID 1347120 | S. cerevisiae FUS-expressing, growth rescue, OD600, 24 h;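 further: potency means the concentration at half of the fitted maximal effect; plate controls were DMSO vehicle for no effect and reference control for full effect; nearly all actives have a fitted effect of over 55% in size; some results filed as inactive show a strong effect at the top dose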
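Yeast FUS proteinopathy model; galactose-induced FUS (2%), starting OD 0.005. Cpds in dilution series, 24hr, 30C, 99% humidity. Abs 600 nm growth. Pos ctrl CP55940 (top 92uM final); neg ctrl DMSO.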
EPAC1 antag: antagonists of human EPAC1 | O95398 | EPAC1 GEF assay, Rap1b-BODIPY-GDP exchange fluorescence | Potency, µM (titrated, usually from 115 µM), inactives show top-dose activity change, negative = inhibition, hits mostly inhibitors | actives 0.14% (n = 360,000) | AID 720709;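 further: potency means the concentration at half of the fitted maximal effect; plate controls were vehicle for no effect and positive control for full effect; nearly all actives have a fitted effect of over 50% in size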
The depositor's hits bear a star; [ ] = another dose, or the depositor's remark. Unless noted, the call rests on the fitted dose curve; in most records, active means well fitted curve in the direction sought with a large enough effect; inconclusive means small, poorly fitted or top-dose-only effect, or another doubt; inactive means no such curve, though single readings can be large; an effect the other way counts as inactive or inconclusive.

What do the screens show for `CCOC(=O)c1ccc(NC(=O)N2CCOCC2)cc1`?
EPAC1 agonist: 6%; IL2 activator: 0.3; Abeta yeast res: -9%; PI5P4K alpha inh: 1; PLK1 PBD inh: -2%; WRN inhibitor: 3%; FUS yeast rescue: 13%; EPAC1 antag: 5%

What do the screens show for `COC(=O)c1ccc(N2C(=O)CC(Sc3n[nH]c(C)n3)C2=O)cc1` (stereo not drawn)?
EPAC1 agonist: 2%; IL2 activator: 7.5; Abeta yeast res: -95%[inhibitor]; PI5P4K alpha inh: -30; PLK1 PBD inh: 3.4µM*; WRN inhibitor: -16%; FUS yeast rescue: 35%; EPAC1 antag: -12%

What do the screens show for `COCCNC(=O)C1CCCN(C(=O)c2cc(C)n(C(C)(C)C)n2)CC1` (stereo not drawn)?
EPAC1 agonist: 10%; IL2 activator: -0.6; Abeta yeast res: 18%; PI5P4K alpha inh: -5; PLK1 PBD inh: 0%; WRN inhibitor: 1%; FUS yeast rescue: -11%; EPAC1 antag: -14%

Results for O=C(CC1C(=O)NCCN1Cc1cccc(F)c1)NCCCN1CCCC1=O (stereo not drawn) ?
EPAC1 agonist: -2%; IL2 activator: -0.2; Abeta yeast res: 6%; PI5P4K alpha inh: -5; PLK1 PBD inh: -11%; WRN inhibitor: -20%; FUS yeast rescue: 6%; EPAC1 antag: -11%

Results for CCOc1ccc(S(=O)(=O)Nc2cccc(C(=O)N3CCN(C(C)=O)CC3)c2)cc1 ?
EPAC1 agonist: 0%; IL2 activator: 1.8; Abeta yeast res: 0%; PI5P4K alpha inh: -4; PLK1 PBD inh: -6%; WRN inhibitor: 8%; FUS yeast rescue: 11%; EPAC1 antag: 5%

How did O=C(CSc1nnc(-c2cccnc2)o1)c1cc2ccccc2oc1=O do in these assays?
EPAC1 agonist: 2%; IL2 activator: -0.3; Abeta yeast res: 4%; PI5P4K alpha inh: -20; PLK1 PBD inh: -5%; WRN inhibitor: -18%; FUS yeast rescue: -9%; EPAC1 antag: -8%

Results for CCOc1ccc(CCNC(=O)CCS(=O)(=O)c2ccc(Cl)cc2)cc1OCC ?
EPAC1 agonist: 0%; IL2 activator: -1.1; Abeta yeast res: 3%; PI5P4K alpha inh: 3; PLK1 PBD inh: inconclusive; WRN inhibitor: -13%; EPAC1 antag: 4%

What do the screens show for `CCOC(=O)CSc1nnc([C@H](Cc2ccccc2)NC(=O)OC(C)(C)C)o1`?
EPAC1 agonist: -5%; IL2 activator: 0.5; Abeta yeast res: 6%; PLK1 PBD inh: 3%; WRN inhibitor: -19%; FUS yeast rescue: 45%; EPAC1 antag: 0%

Results for CCOC(=O)N1CCN(C(=S)NC(=O)c2ccc(F)cc2)CC1 ?
EPAC1 agonist: 0%; IL2 activator: 0.4; Abeta yeast res: 4%; PI5P4K alpha inh: 0; PLK1 PBD inh: -14%; WRN inhibitor: -12%; FUS yeast rescue: 15%; EPAC1 antag: 1%

What do the screens show for `CN(C)S(=O)(=O)c1cccc(NC(=O)COc2cccc(C#N)c2)c1`?
EPAC1 agonist: -11%; IL2 activator: 0.3; Abeta yeast res: 2%; PI5P4K alpha inh: -8; PLK1 PBD inh: 1%; WRN inhibitor: inconclusive; FUS yeast rescue: 15%; EPAC1 antag: 0%

What do the screens show for `C=CCOc1ccc(CNc2nccs2)cc1OC`?
EPAC1 agonist: -8%; IL2 activator: 0.1; Abeta yeast res: 3%; PI5P4K alpha inh: -4; PLK1 PBD inh: 0%; WRN inhibitor: -1%; FUS yeast rescue: 4%; EPAC1 antag: 5%

Results for Cc1cc(=O)[nH]c(SCC(=O)NCCOc2ccccc2)n1 ?
EPAC1 agonist: 15%; IL2 activator: -0.6; Abeta yeast res: -14%; PLK1 PBD inh: -7%; WRN inhibitor: 143%[activator]; FUS yeast rescue: 1%; EPAC1 antag: 0%

Results for CC(=O)N(c1ccc(Cl)cc1)c1nc(C)cc(C)c1C#N ?
EPAC1 agonist: 1%; IL2 activator: 0.1; Abeta yeast res: -3%; PI5P4K alpha inh: 3; PLK1 PBD inh: -26%; WRN inhibitor: -10%; FUS yeast rescue: 6%; EPAC1 antag: -28%

How did CC1=Nc2nc(N3CCCCC3)c(C#N)c3c4c(nc(c23)N1)N(c1ccc(C(C)C)cc1)C(=O)C4 do in these assays?
EPAC1 agonist: 9%; IL2 activator: -0.7; Abeta yeast res: 29%; PI5P4K alpha inh: inconclusive; PLK1 PBD inh: 0%; WRN inhibitor: -27%; FUS yeast rescue: 33%; EPAC1 antag: -24%

How did O=C(CSc1nc2ccccc2s1)NNC(=S)Nc1ccc(Cl)cc1 do in these assays?
EPAC1 agonist: 7%; IL2 activator: -1.7; Abeta yeast res: -8%; PI5P4K alpha inh: 3; PLK1 PBD inh: -18%; WRN inhibitor: -13%; FUS yeast rescue: -4%; EPAC1 antag: -1%

Results for CCCCCCCn1ccc(=N)cc1 ?
EPAC1 agonist: -8%; IL2 activator: -0.2; Abeta yeast res: 3%; PI5P4K alpha inh: -8; PLK1 PBD inh: -1%; WRN inhibitor: 4%; FUS yeast rescue: -20%; EPAC1 antag: -7%

How did O=C(CN1CCCC1)N1CCCc2ccccc21 do in these assays?
EPAC1 agonist: -9%; IL2 activator: -2.7; Abeta yeast res: -24%; PI5P4K alpha inh: 3; PLK1 PBD inh: -6%; WRN inhibitor: 7%; FUS yeast rescue: 8%; EPAC1 antag: 4%

Results for COc1ccc(C2OC(CCc3ccccc3)CC3=C2C(=O)OC(C)(C)O3)cc1 (stereo not drawn) ?
EPAC1 agonist: 4%; IL2 activator: 0.4; Abeta yeast res: 11%; PI5P4K alpha inh: 19; PLK1 PBD inh: -6%; WRN inhibitor: -7%; FUS yeast rescue: inconclusive; EPAC1 antag: -16%

Results for COc1ccccc1CNC(=O)C(C)Sc1ccsc1[N+](=O)[O-] (stereo not drawn) ?
EPAC1 agonist: -10%; IL2 activator: -1.2; Abeta yeast res: -10%; PI5P4K alpha inh: -8; PLK1 PBD inh: inconclusive; WRN inhibitor: -32%; FUS yeast rescue: 6%; EPAC1 antag: -2%

How did COc1ccc(C)cc1-n1nnnc1SC(C)C(=O)NC1CCCC1 (stereo not drawn) do in these assays?
EPAC1 agonist: -13%; IL2 activator: 1.5; Abeta yeast res: 16%; PI5P4K alpha inh: 1; PLK1 PBD inh: -5%; WRN inhibitor: 18%; FUS yeast rescue: -10%; EPAC1 antag: -5%

How did COc1ccc(Nc2nc(N3CCOCC3)nc(N3CCOCC3)n2)cc1 do in these assays?
EPAC1 agonist: 2%; IL2 activator: 0.2; Abeta yeast res: -15%; PI5P4K alpha inh: 1; PLK1 PBD inh: -13%; WRN inhibitor: 5%; FUS yeast rescue: -11%; EPAC1 antag: -3%

How did O=C(CNC(=O)c1cc2c(n(-c3ccccc3)c1=O)CCCC2=O)c1ccccc1 do in these assays?
EPAC1 agonist: 2%; IL2 activator: -2.9; Abeta yeast res: -14%; PI5P4K alpha inh: 6; PLK1 PBD inh: -13%; WRN inhibitor: -14%; EPAC1 antag: 1%

Results for Cc1ccc2c(c1)C(=O)N1[C@H]3c4cc(Cl)ccc4OC[C@@H]3[C@H](c3ccccc3)[C@]1(C)C(=O)N2 ?
EPAC1 agonist: 1%; IL2 activator: -0.2; Abeta yeast res: 12%; PI5P4K alpha inh: 2; PLK1 PBD inh: -4%; WRN inhibitor: 0%; FUS yeast rescue: 35%; EPAC1 antag: -18%

Results for CCc1ccc(-c2csc(NC(=O)C3=COCCO3)n2)cc1 ?
EPAC1 agonist: -5%; IL2 activator: 0.3; Abeta yeast res: -14%; PI5P4K alpha inh: 13; PLK1 PBD inh: -1%; WRN inhibitor: -6%; FUS yeast rescue: 40%; EPAC1 antag: 16%

What do the screens show for `CCN(CC)CCN(CC)Cc1ccccc1Br`?
EPAC1 agonist: 1%; IL2 activator: -1.2; Abeta yeast res: -10%; PLK1 PBD inh: -4%; WRN inhibitor: 2%; FUS yeast rescue: 16%; EPAC1 antag: 1%

What do the screens show for `C[C@@H](C(=O)Nc1cccnc1)n1c(=O)[nH]c2ccccc2c1=O`?
EPAC1 agonist: 1%; IL2 activator: -0.5; Abeta yeast res: -2%; PI5P4K alpha inh: -1; PLK1 PBD inh: -17%; WRN inhibitor: -1%; FUS yeast rescue: -28%; EPAC1 antag: 8%

How did O=C(Nc1ccc2c(c1)OCCO2)c1ccc(Br)s1 do in these assays?
EPAC1 agonist: 10%; IL2 activator: -3.4; Abeta yeast res: 10%; PI5P4K alpha inh: -12; PLK1 PBD inh: 1%; WRN inhibitor: -18%; EPAC1 antag: -11%

What do the screens show for `CC1CCCCN1C(=O)C(=O)c1cn(CC(=O)N2CCCC2)c2ccccc12` (stereo not drawn)?
EPAC1 agonist: 1%; IL2 activator: -3.2; Abeta yeast res: 6%; PI5P4K alpha inh: 6; PLK1 PBD inh: -5%; WRN inhibitor: -12%; FUS yeast rescue: -1%; EPAC1 antag: -13%

How did Cc1cc(Br)ccc1OCCOCCN1CCCC1 do in these assays?
EPAC1 agonist: -2%; IL2 activator: 0.4; Abeta yeast res: -27%; PI5P4K alpha inh: -3; PLK1 PBD inh: -5%; WRN inhibitor: -7%; FUS yeast rescue: -14%; EPAC1 antag: -1%

How did CN(CCOC(=O)c1ccc2c(c1)OCO2)C(C)(C)C do in these assays?
EPAC1 agonist: 12%; IL2 activator: 0.3; Abeta yeast res: 7%; PI5P4K alpha inh: -1; PLK1 PBD inh: -5%; WRN inhibitor: -3%; FUS yeast rescue: -18%; EPAC1 antag: 14%

Results for COc1cc(C(=O)Nc2ccc3c(c2)ncn3C(C)(C)C)cc(OC)c1OC ?
EPAC1 agonist: 5%; IL2 activator: 0.5; Abeta yeast res: 16%; PI5P4K alpha inh: 1; PLK1 PBD inh: -14%; WRN inhibitor: -4%; FUS yeast rescue: -28%; EPAC1 antag: -6%

What do the screens show for `O=C(NCc1cccc(C(F)(F)F)c1)c1ccc2nc([C@@H]3O[C@H](CO)[C@@H](O)[C@H]3O)[nH]c2c1`?
EPAC1 agonist: -5%; IL2 activator: -0.2; Abeta yeast res: -8%; PI5P4K alpha inh: 0; PLK1 PBD inh: -12%; WRN inhibitor: 6%[57.1 µM]; FUS yeast rescue: -16%; EPAC1 antag: -1%

Screening results from PubChem.
